# mcGAS RapidFire = inhibitors of mouse cGAS. recombinant mouse cGAS, cGAMP by RapidFire MS. Q8C6L5. AID 1259397. inhibition, % at 12.5 µM. 130,000 tested, 0.18% active;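 active = inhibition of cGAS enzyme activity at or above 60%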;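 also: enzyme stimulated by 45 bp dsDNA with ATP and GTP substrates; cGAMP share of summed cGAMP plus half ATP and half GTP signals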
# Target sequence (Q8C6L5 whole entry, looked up): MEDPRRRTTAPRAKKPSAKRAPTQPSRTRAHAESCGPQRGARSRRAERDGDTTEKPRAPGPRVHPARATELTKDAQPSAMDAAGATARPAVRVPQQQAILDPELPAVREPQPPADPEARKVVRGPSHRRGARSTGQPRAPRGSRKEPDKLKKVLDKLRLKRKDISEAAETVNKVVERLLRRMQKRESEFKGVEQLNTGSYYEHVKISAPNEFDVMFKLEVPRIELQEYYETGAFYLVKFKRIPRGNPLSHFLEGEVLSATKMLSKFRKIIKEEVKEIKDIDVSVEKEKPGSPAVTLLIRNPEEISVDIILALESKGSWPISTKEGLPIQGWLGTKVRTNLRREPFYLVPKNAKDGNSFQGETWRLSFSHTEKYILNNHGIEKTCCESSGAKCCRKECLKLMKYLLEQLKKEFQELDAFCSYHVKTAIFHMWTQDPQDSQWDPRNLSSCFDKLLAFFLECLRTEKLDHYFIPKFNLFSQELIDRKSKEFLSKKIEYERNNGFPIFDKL
# Active calls of the source: *; & = joins results of further samples.
canonical_smiles	mcGAS RapidFire
O=C(CCN1CCNCC1)NC[C@@H]1CCNC[C@H]1O	-9
Fc1ccc(-c2cc(C(F)(F)F)nc(NCc3cccnc3)n2)cc1	10
O=C(Cc1c(F)cccc1Cl)Nc1cc(C(=O)Nc2ccc(Cl)cc2)ccc1N1CC2CC(C1)c1cccc(=O)n1C2 (stereo not drawn)	6
CN(C)c1ccc(NC(=O)C2CSc3ccccc3O2)nc1 (stereo not drawn)	-12
Cc1nonc1C1CCCN1C(=O)CCCn1cnc2ccccc2c1=O (stereo not drawn)	-16
COc1cc(C(=O)Nn2cnc3c(cnn3-c3ccccc3)c2=O)cc(OC)c1OC	-7
CC(C(=O)NCC(=O)Nc1cccnc1)c1cc2ccccc2o1 (stereo not drawn)	-4
Cn1cc([N+](=O)[O-])cc1C(=O)NCC(=O)O	-16
Cc1cccc(N2C(=O)N(c3ccccc3)C3CS(=O)(=O)CC32)c1 (stereo not drawn)	-2
CC1Cc2nc(SCC(=O)NCc3ccc(F)cc3)n(Cc3ccccc3)c(=O)c2S1 (stereo not drawn)	-6
CCC(CC)N(C(=O)CN1CSCC1=O)c1ccc(C)c(C)c1	11
NC1=NC(=O)C(=Cc2ccc(Cl)cc2)S1	-2
CCc1nc(CN(C)C(=O)C2(Oc3ccc(C)cc3)CCNCC2)no1	-5
Cc1ccc(-n2cccn2)c(CNC(C)c2cnn(-c3cccc(F)c3)c2C)c1 (stereo not drawn)	-11
Cc1ccccc1C(C)(C)CNC(=O)N1CCC2(CCOCC2)C1	-10
O=S(=O)(Nc1ncn[nH]1)c1ccc(Cl)cc1	-12
Cc1cc(C)cc(-c2nnc(SCc3nc4ccccc4o3)o2)c1	-3
C#Cc1cccc(C(=O)N2CCCC(CCC(=O)NCc3ccccc3F)C2)c1 (stereo not drawn)	2
COC(=O)C1=CN(C(C)c2ccccc2)C=C(C(=O)OC)C1c1ccccc1Cl (stereo not drawn)	-8
COCCc1noc(C2CCCS2)n1 (stereo not drawn)	-10
CC1(C)CNC(=O)c2nc(C3OCCc4ccccc43)[nH]c2C1 (stereo not drawn)	-27
Cc1ccc2nc(Sc3cc(NCCCO)c([N+](=O)[O-])c4nonc34)[nH]c2c1	-13
CN(C)c1ccc(/C=C/C=N\OC(=O)c2ccccc2)cc1	-7
O=C(CCc1cccc(Cl)c1Cl)Nc1ccc2oc(=O)[nH]c2c1	3
CSC1=NC(C)(C)CC12C=CC(=O)c1ccccc12 (stereo not drawn)	-12

# Reprinted at random: four compounds from above
canonical_smiles	mcGAS RapidFire
O=C(CCc1cccc(Cl)c1Cl)Nc1ccc2oc(=O)[nH]c2c1	3
CN(C)c1ccc(/C=C/C=N\OC(=O)c2ccccc2)cc1	-7
CCc1nc(CN(C)C(=O)C2(Oc3ccc(C)cc3)CCNCC2)no1	-5
O=S(=O)(Nc1ncn[nH]1)c1ccc(Cl)cc1	-12

# Other structures
canonical_smiles	mcGAS RapidFire
Cc1ccc(-n2nnnc2SCC(=O)NC(=O)NC(C)C)c(C)c1	-5
COc1ccnc(NNC(=O)c2ccc(Cl)cc2F)n1	-1
Cc1ccc(OCc2nc3ccccc3c3ccccc23)c([N+](=O)[O-])n1	2
CCOc1ccc(OCC)c(CC(C#N)C(=O)OC)c1 (stereo not drawn)	-5
Cn1nnc2c(Nc3ccc(Br)cc3)ncnc21	-7
O=C(CC1COCCN1)NCc1nnc2n1CCC2 (stereo not drawn)	-2
COCCn1cc(NC(=O)N2CCC(C)CC2)c2ccccc21	-1
CCN(C(=O)c1cccc(C#CC(C)(C)O)c1)C1CCOC(C)(C)C1 (stereo not drawn)	-13
CC(C)CC(=O)Nn1cnc2c(cnn2C(C)(C)C)c1=O	-4
C=C(C)COc1cccc(C(=O)N2CCCn3cncc3C2)c1	-25
CCN1CCCC1CN(CC1CCN(CCOC)CC1)C(=O)c1ccc2cc[nH]c2c1 (stereo not drawn)	-2
CSc1nc2ncc3c(=O)n(-c4ccc(F)c(Cl)c4)ccc3n2n1	-5
O=C(NCCc1ccccn1)c1ccc2nc(-c3ccccc3)c(-c3ccccc3)nc2c1	1
CCc1ccc(-c2c(-c3ccccc3)ncn2CC(O)c2cccnc2)o1 (stereo not drawn)	-5
Cc1cccc(-n2c(SCC(=O)c3ccccc3)nc3ccccc3c2=O)n1	-2
COc1cccc(CN(C)C(=O)c2cc(COc3c(F)cccc3F)on2)c1	-5
CC(C)(CCC#N)CNC1CCN(c2ncccc2Cl)C1 (stereo not drawn)	-6
COc1ccc(OC)c(C2c3cccn3CCN2C(=O)Nc2cccs2)c1 (stereo not drawn)	-4
CCN1CCCC1CNC(=O)CCC1CCN(Cc2cnn(CC)c2)CC1 (stereo not drawn)	0
O=S1(=O)c2cccc3cccc(c23)N1Cc1ccc(-c2nn[nH]n2)cc1	15
CC(C)Nc1ccc(Cl)cc1	-11
CCN(Cc1ccc(N(C)C)cc1)CC(O)CO (stereo not drawn)	-8
CN1CCN(C(CNS(=O)(=O)c2ccccc2Cl)c2cccn2C)CC1 (stereo not drawn)	3
CCOC(=O)c1cc2c3ccccc3n(C)c2nc1N1CC(C)OC(C)C1 (stereo not drawn)	-6
COc1ccc2c(c1)CCCC21NC(=O)N(CC(O)COc2cccc(C)c2)C1=O (stereo not drawn)	9
CC(CC(=O)NC(C)c1ncn[nH]1)c1ccccc1F (stereo not drawn)	1
NC(=O)c1ccccc1NC(=O)CN1CCN(CCc2ccccc2)CC1	1
O=C(NC(c1ccccc1)c1cccs1)C12CC3CC(CC(Cl)(C3)C1)C2 (stereo not drawn)	-12
CCOC(=O)C1(Cc2cccc(OC)c2)CCCN(Cc2cccc3c2OCO3)C1 (stereo not drawn)	-6
C=CCNC(CC(=O)Nc1ccc(C)cc1C)C(=O)O (stereo not drawn)	-5
O=C(CSc1nc2c(c(=O)n1-c1ccccc1)SCC2)Nc1ccc([N+](=O)[O-])cc1	-7
Cc1cc(C)nc(NC(=O)c2ccc(C3CCCN3C3CCOCC3)s2)c1 (stereo not drawn)	4
Cn1ccnc1CN1CCC(c2cc(Cc3ccccc3)[nH]n2)CC1	-18
Cc1ccc(NC(=O)c2nn(C)cc2Br)cc1C	-6
Cc1nc2c(C)cccn2c(=O)c1NC(=O)c1ccc(F)cc1F	-15
Cc1ccc(S(=O)(=O)NCc2ccccc2)cc1C(=O)N(C)C	0
N#Cc1ccc(OCC(=O)NCc2ccc(CN3CCCC3)cc2)cc1	0
CN(C)C=NC(=O)C(C#N)C1=Nc2ccccc2CC1 (stereo not drawn)	-3
CCOC(=O)C1(Cc2cccc(OC)c2)CCN(Cc2csc(C(C)=O)c2)CC1	-9&-9
CCC1(C)NC(=O)N(N=CC2=CCC3CC2C3(C)C)C1=O (stereo not drawn)	-1
O=C(CSc1nnc(Cc2ccccc2)o1)c1ccc2ccccc2c1	-6
C=C(C)Cn1c(SCC(C)=O)nc2c1c(=O)n(C)c(=O)n2C	-3
O=C(c1scc2c1OCCO2)N1CCCC(N2CCN(c3cccc(Cl)c3)CC2)C1 (stereo not drawn)	-5
CN(Cc1cc(C(C)(C)C)n[nH]1)c1nc(-c2ccncc2)nc2c1CNC2	0
Cn1nc(C(=O)Nc2nc3ccc(Oc4ccccc4)cc3s2)ccc1=O	-1
COc1ccc(CN2CCCC(CCC(=O)Nc3ccc(OC)c(Cl)c3)C2)cc1 (stereo not drawn)	-10
CN(CC(F)(F)F)C(=O)CSCc1ccc(F)cc1C#N	-53
NC(=O)[C@H](Cc1c[nH]c2ccccc12)NC(=O)c1ccc2nc(-c3ccccc3)c(-c3ccccc3)nc2c1	-5
Cc1nn(C)c2ncc(CN3CCc4ccccc4C3)cc12	-5
CCC(C)[C@H](NC(=O)N1CCCC1)C(=O)Nc1cccc(COC)c1 (stereo partly drawn)	-57

# Sorted by count of non-hydrogen atoms (smallest number first): 6 of the compounds above
canonical_smiles	mcGAS RapidFire
CC(CC(=O)NC(C)c1ncn[nH]1)c1ccccc1F (stereo not drawn)	1
Cc1nn(C)c2ncc(CN3CCc4ccccc4C3)cc12	-5
Cc1ccc(S(=O)(=O)NCc2ccccc2)cc1C(=O)N(C)C	0
Cn1nc(C(=O)Nc2nc3ccc(Oc4ccccc4)cc3s2)ccc1=O	-1
CCOC(=O)C1(Cc2cccc(OC)c2)CCN(Cc2csc(C(C)=O)c2)CC1	-9&-9
CCOC(=O)C1(Cc2cccc(OC)c2)CCCN(Cc2cccc3c2OCO3)C1 (stereo not drawn)	-6

# Later entries:
canonical_smiles	mcGAS RapidFire
CC1CN(S(=O)(=O)c2ccc(Cl)cc2)CCN1S(=O)(=O)c1ccc(Cl)cc1 (stereo not drawn)	-7
C=CCNC(=S)Nc1ccc(F)c(Cl)c1	-10
Cc1nccn1CC1CCCN(C(=O)c2csc(Cc3ccccc3)n2)C1 (stereo not drawn)	-26
CN(CCCn1cccn1)C(=O)c1ccc2cccc(Cl)c2n1	-17
CCC(C)(C)C1CCC(=NNc2nc3ccccc3[nH]2)CC1 (stereo not drawn)	-9
Clc1ccc(CNCCCOc2ccccn2)c(Cl)c1	-12
CN1CC(=O)N(c2ccc(F)cc2)C1=S	20
c1ccc(CSc2nc3ncccc3[nH]2)nc1	-5
O=C(NC1CCS(=O)(=O)C1)c1c[nH]c2ccc(Br)cc12 (stereo not drawn)	7
Cc1ccc(C(c2ccc(Br)cc2)c2ccc(C)o2)o1	0
Cc1c(Cl)cccc1NC(=O)CCc1ccc(S(=O)(=O)NC(C)(C)C)cc1	-6
CC/C(=C/C(=O)NCCc1nncn1C1CC1)c1cccc(Cl)c1	-11
CC(=O)O[C@]1(C(C)=O)CCC2C3C[C@H](C)C4=CC(=O)CC[C@]4(C)C3CC[C@@]21C (stereo partly drawn)	-3
CCN1CCN(C(=O)c2ccccc2N2CCC(NC(=O)c3cccc(Br)c3)CC2)CC1	-9
COc1ccc(C)c2sc(N(CCN3CCOCC3)C(=O)/C=C/c3cccs3)nc12	-6
O=C(Cc1csc(-c2cccc(Br)c2)n1)NCCC(=O)N1CCCC1	-2
Cc1nn(-c2nc3ccccc3s2)c2c1C(=O)CC(C)C2 (stereo not drawn)	-38
COc1ccc(S(=O)(=O)NCCSC(C)(C)C)c(Cl)c1Cl	-3
C=CCN=c1scc(-c2ccc(F)cc2)n1N=Cc1ccc(C#N)cc1	-11
O=C(COc1ncnc2sc3c(c12)CCCC3)NCCN1C(=O)CSC1=O	-8
COCCN1CC(CNc2nccc(-c3c(C)nn(C)c3C)n2)CC1=O (stereo not drawn)	-4
O=C(c1cn(Cc2ccc(F)cc2)nn1)N1CCCCO1	-6
COc1ccc(CN2CCN(Cc3cnc(N(C)C)s3)CC2CCO)cc1C (stereo not drawn)	-5
C=C(C)Cn1c(=O)c2c(nc3n(C(C)c4ccccc4)c(C)cn23)n(C)c1=O (stereo not drawn)	-7
CC(=O)NCCCS(=O)(=O)O	13
CC(c1ccccc1Cl)N1CCCC(O)C1 (stereo not drawn)	-27
c1c(CN2CCC(c3nnc4n3CCCCC4)CC2)nn2c1CNCCC2	-15
N#Cc1cccc(CSc2nnc(N)s2)c1	-4
O=C(NCC1CCCN(Cc2cccc(F)c2)C1)c1cccc2ccccc12 (stereo not drawn)	-3
CC(SCc1csc(-c2ccc(F)cc2)n1)C(=O)NC1CCS(=O)(=O)C1 (stereo not drawn)	-7
O=c1cc(O)c2sc3nc(-c4ccncc4)ccc3c2[nH]1	3
O=C1C(=O)N(CN2CCCC2c2cccs2)c2ccccc21 (stereo not drawn)	5
N[C@@H](Cc1ccccc1)C(=O)OC1CCCC1	-4
CCOc1cccc(C=C2SC(=S)NC2=O)c1OC	2
O=C(Nc1cccc(-c2ncc[nH]2)c1)c1sccc1Br	-5
Cc1nn(C)c(C)c1CC(=O)Nc1ccccc1C(C)C	-4
CCCC(=O)N1CCN(c2ccc(Nc3ccncc3)nn2)CC1	-6
NC(COc1ccccc1)c1ccccc1 (stereo not drawn)	3
Cc1ccc(-c2ccc(C(=O)NCCSc3nncn3C)cc2)o1	-12
CS(=O)(=O)OC12CC3CC(CC(C#N)(C3)O1)C2	-10
COCc1cc(CNC(=O)C2COc3ccccc3O2)[nH]n1 (stereo not drawn)	-11
CC(=O)Nc1nc(SCCC(=O)O)n[nH]1	-4
CC(C)c1ncc(CN2CCCC(CCc3cccc(C(F)(F)F)c3)C2)cn1 (stereo not drawn)	-38
CC(C)CC1C2=C(CC(C)(C)CC2=O)OC(=N)C1C#N (stereo not drawn)	-9
CC1(C(=O)Nc2cccc3cccnc23)CCN1Cc1ccccc1OC(F)F (stereo not drawn)	-7
CN(C)CCNC(=O)CCc1nnc(-c2ccc(C(F)(F)F)cc2)[nH]c1=O	-9
COc1ccccc1Cn1ccnc1SCC(=O)Nc1cccc([N+](=O)[O-])c1	-4
O=C(Nc1ccc(OCc2cccc(F)c2)c(Cl)c1)c1ccc[nH]c1=S	-4
Cc1noc(C)c1CN(C)C1CCCCC1	-5
CN(CCCc1ccccc1)C(=O)c1ccc2c(=O)n(C)c(=S)[nH]c2c1	9
CC(C)c1c(C(=O)Nc2ccccc2)c(-c2ccccc2)c(-c2ccc(F)cc2)n1CCC(O)CC(O)CC(=O)O (stereo not drawn)	5

# Reformatted as labelled records: four of the compounds above
C=C(C)COc1cccc(C(=O)N2CCCn3cncc3C2)c1
  mcGAS RapidFire = -25
CCN1CCCC1CN(CC1CCN(CCOC)CC1)C(=O)c1ccc2cc[nH]c2c1 (stereo not drawn)
  mcGAS RapidFire = -2
CSc1nc2ncc3c(=O)n(-c4ccc(F)c(Cl)c4)ccc3n2n1
  mcGAS RapidFire = -5
O=C(NCCc1ccccn1)c1ccc2nc(-c3ccccc3)c(-c3ccccc3)nc2c1
  mcGAS RapidFire = 1

# High-throughput results deposited in PubChem by Fisher Drug Discovery Resource Center.

# This is a subset; rates above refer to the full screens.
